# RGS12 GoLoco inh: blocks human Gai1 binding to RGS12 GoLoco peptide, red readout; Gai1:RGS12 GoLoco peptide FP, rhodamine, 10 min; AID 880; Potency, µM (series often up to 61.6 µM), without a hit: top-dose activity, negative = inhibition, actives largely listed as inhibitors; 230,000 tested, 0.44% active; active = well fitted inhibition curve with a large enough effect, not every such curve was filed as active; inactive = no such curve, though single readings can be large or run the other way; also: % is scaled to controls: 0 for no effect and ±100 for the full control effect; nearly all actives have a fitted effect of over 30% in size; many of its hits are not listed in these tables
# Target sequence (P63096 whole entry, looked up): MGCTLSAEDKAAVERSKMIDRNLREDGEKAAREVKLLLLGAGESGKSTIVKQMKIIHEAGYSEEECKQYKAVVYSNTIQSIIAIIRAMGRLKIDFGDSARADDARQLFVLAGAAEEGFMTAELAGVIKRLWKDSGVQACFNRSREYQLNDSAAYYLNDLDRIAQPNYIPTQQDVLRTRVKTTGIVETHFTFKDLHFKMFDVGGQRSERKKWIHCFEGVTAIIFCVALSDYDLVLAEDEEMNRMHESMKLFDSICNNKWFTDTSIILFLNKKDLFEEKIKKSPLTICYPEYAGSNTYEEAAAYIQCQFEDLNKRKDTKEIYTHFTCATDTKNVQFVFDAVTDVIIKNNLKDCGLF
# GAA spleen mod: inhibits or activates alpha-glucosidase in human spleen homogenate. P10253. human spleen homogenate, 4-MU-alpha-glucoside fluorescence. Potency, µM (series often up to 79.9 µM), inactives show at the top dose activity change, negative = inhibition, hits mostly inhibitors. 240,000 tested, 0.006% active;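 also: 0% = enzyme with vehicle and -100% = no enzyme basal signal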
#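 Human spleen homogenate (1 ug) incubated with compounds and 1 mM 4-methylumbelliferyl-alpha-D-glucopyranoside in pH 5.0 citrate/phosphate buffer, 37 C, 40 min. Stopped at pH 10; 4-MU fluorescence (Ex 365/Em 440 nm); AC50 by Hill fit.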
# aGal spleen mod: inhibitors or activators of human alpha-galactosidase in spleen homogenate; P06280; human spleen homogenate, 4MU-alpha-Gal fluorescence, 40 min; Potency, µM (doses to about 80 µM), without a hit: at the highest dose activity change, negative = inhibition, usual class: inhibitors; 240,000 tested, 0.008% active; AID 2107;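 also: 0% = enzyme with vehicle and -100% = no enzyme basal signal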
# Target sequence (P06280 32-429 limits assumed): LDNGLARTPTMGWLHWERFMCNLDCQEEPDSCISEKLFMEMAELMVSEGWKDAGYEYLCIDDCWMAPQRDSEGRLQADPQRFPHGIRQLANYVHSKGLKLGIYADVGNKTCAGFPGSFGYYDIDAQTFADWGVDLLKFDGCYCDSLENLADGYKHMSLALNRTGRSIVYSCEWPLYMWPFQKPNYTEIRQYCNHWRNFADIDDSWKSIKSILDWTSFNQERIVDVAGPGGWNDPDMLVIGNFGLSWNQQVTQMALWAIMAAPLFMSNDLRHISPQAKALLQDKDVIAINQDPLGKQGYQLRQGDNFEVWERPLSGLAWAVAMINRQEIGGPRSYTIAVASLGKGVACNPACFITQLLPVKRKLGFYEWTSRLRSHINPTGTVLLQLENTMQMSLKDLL
#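 Fluorogenic readout (Ex 365/Em 440 nm) of 4-methylumbelliferone released from 1 mM 4-MU-alpha-galactoside by spleen homogenate, 40 min at 37C, pH 5.0. Data normalized to no-enzyme and enzyme controls; Hill-equation AC50 from compound titrations.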
# ALDH1A1 inh: blocks purified human ALDH1A1 activity | P00352 | Purified ALDH1A1, NADH fluorescence, propionaldehyde substrate | Potency, µM (series often up to 75.3 µM), inactives show at the highest dose activity, negative = inhibition, usual class: inhibitors | 220,000 tested, 7.3% active | AID 1030; active = well fitted inhibition curve with a large enough effect, not every such curve was filed as active; inconclusive = small, poorly fitted or top-dose-only effect, or another doubt; inactive = no such curve, though single readings can be large or run the other way;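 also: plate controls were no enzyme wells and a reference inhibitor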
# GAA glycogen: inhibitors or activators of human alpha-glucosidase glycogen cleavage | recombinant GAA, glycogen substrate, Amplex Red glucose oxidase fluorescence | 300,000 tested, 0.38% active | P10253 | Potency, µM (titrated, usually from 76.4 µM), without a hit: top-dose activity change, negative = inhibition, hits mostly inhibitors | AID 2100;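 also: 0% = full enzyme reaction and -100% = no-enzyme basal signal; the screen sought inhibitors and activators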
#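 qHTS, 1536-well; enzyme 4 nM final; cpd up to 77 uM; substrate bovine liver glycogen 30 ug; 50 mM citrate/phosphate pH 5.0, 0.01% Tween-20; 37 C, 40 min; Amplex Red detection 45 min RT; Hill fit → AC50.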
# SMN2 splice enh: SMN2 splice variant enhancement; 210,000 tested, 2.8% active; HEK293 SMN2-luciferase splicing reporter, luminescence, 30-36 h; AID 1458; Potency, µM (top dose mostly 46.1 µM), for inactives: at the top dose activity change, positive = activation, most hits filed as activators; also: % of control where 0% means no effect; nearly all actives have a fitted effect of over 55% in size
#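 qHTS luciferase splicing reporter: luminescence rises when SMN2 exon 7 is included in transfected HEK293 cells. Compound exposure lasted 30-36 h at 37C, with 4.5 mM final sodium butyrate as control, followed by a ONE-Glo read.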
# GAA inh: inhibitors of human lysosomal alpha-glucosidase | Potency, µM (doses to about 76.9 µM), without a hit: at the highest dose activity change, negative = inhibition, actives largely listed as inhibitors | purified human GAA, 4-MU-alpha-glucoside fluorescence | 200,000 tested, 0.005% active | P10253;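 also: plate controls were uninhibited enzyme wells for no effect and no-enzyme background for full effect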
#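 Endpoint fluorogenic read: 20 min room-temperature reaction of 4 nM human alpha-glucosidase with 400 uM 4-methylumbelliferyl-alpha-D-pyranoside, pH 5.0, quenched with 1M NaOH/1M glycine pH 10. AC50 from Hill modeling.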
# KDM4E inh: JMJD2E (human) inhibition; JMJD2E catalytic domain, FDH-coupled NADH fluorescence (FDH is formaldehyde dehydrogenase); Potency, µM (doses to about 57.1 µM), for the others: at the highest dose activity change, negative = inhibition, most hits filed as inhibitors; 230,000 tested, 1.6% active; B2RXH2; active = well fitted inhibition curve with a large enough effect, not every such curve was filed as active; inconclusive = small, poorly fitted or top-dose-only effect, or another doubt; inactive = no such curve, though single readings can be large or run the other way;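 also: 0% = wells with enzyme and -100% = buffer wells without enzyme; nearly all actives have a fitted effect of over 50% in size; many of its hits are not listed in these tables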
# Target sequence (B2RXH2 1-337 limits assumed): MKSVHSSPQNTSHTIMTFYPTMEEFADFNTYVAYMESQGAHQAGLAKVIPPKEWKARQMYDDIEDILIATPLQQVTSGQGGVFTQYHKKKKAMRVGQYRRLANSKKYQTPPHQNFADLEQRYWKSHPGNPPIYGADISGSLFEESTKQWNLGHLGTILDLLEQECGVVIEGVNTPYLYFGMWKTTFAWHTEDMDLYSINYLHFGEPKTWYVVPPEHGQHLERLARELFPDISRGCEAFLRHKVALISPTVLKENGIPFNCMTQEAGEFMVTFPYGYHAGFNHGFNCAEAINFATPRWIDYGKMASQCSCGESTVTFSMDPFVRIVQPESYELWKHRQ
# The depositor's hits bear a star; ? = inconclusive; · = not tested or not shown; & = joins results of further samples; [ ] = remark or other dose. Unless noted, calls follow the shape of the dose curve; as a rule, active = well fitted curve in the direction sought with a large enough effect; inconclusive = small, poorly fitted or top-dose-only effect, or another doubt; inactive = no such curve, though single readings can be large; an effect the other way counts as inactive or inconclusive. Potency is read from the fitted curve at half-maximal effect. Some of the compounds tested. The share of hits here may be higher or lower than overall.
# Results follow in this order: ALDH1A1 inh	RGS12 GoLoco inh	GAA spleen mod	aGal spleen mod	GAA inh	SMN2 splice enh	GAA glycogen	KDM4E inh
CN(Cc1cnc2nc(N)nc(N)c2n1)c1ccc(C(=O)N[C@@H](CCC(=O)O)C(=O)O)cc1
→ ?	-9.7%&2.8%&1.0%&-0.8%	5.7%&-7.8%&0.4%	?	·	-5.4%&-92.5%	·	?
Cc1ccc(SCCC(=O)NCc2ccncc2)cc1
→ -2.2%	8.8%	1.4%	-0.9%	?	11.1%	-6.8%	-1.9%
COc1nc(NCc2cccnc2)nc(OC)n1
→ 14.1%	-37.9%	16.5%	10.2%	-2.0%	15.9%	-19.4%	-3.7%
N#Cc1c(N)sc(=S)c2c1CCN(Cc1ccccc1)C2
→ ?	-57.2%	-1.7%	18.7%	0.0%	-4.8%	-9.1%	?
Cn1c(SCC(=O)C(C)(C)C)nnc1-c1ccncc1
→ ?	-2.7%	1.9%	5.4%	-1.4%	-9.5%	7.0%	3.3%
CCOC(=O)C1CCCN(C(=O)Cn2nc(CC)n3c(cc4sccc43)c2=O)C1 (stereo not given)
→ 2.9%	5.9%	-9.3%	-3.9%	-12.0%[15.4 µM]	-11.5%	9.0%	-12.2%
CN(C(=O)CSc1nnc(Nc2ccccc2)s1)c1c(N)n(Cc2ccccc2)c(=O)[nH]c1=O
→ -6.8%	-1.1%	4.5%	2.7%	1.8%	·	-14.1%	-3.1%
COC(=O)c1ccccc1NC(=O)C1CC(=O)N(c2ccc(C)c(C)c2)C1 (stereo not given)
→ 17.8µM*	-9.0%	-11.4%	-4.0%	0.6%	-11.7%	?	2.4%
Cc1ccc(S(=O)(=O)CC(=O)Nc2ccc(S(=O)(=O)Nc3ccccn3)cc2)cc1
→ -3.1%	7.8%	-1.2%	4.3%	6.9%	-1.1%	-0.3%	?
O=C(CSc1nnc(COc2ccccc2)n1Cc1ccco1)Nc1ccc2c(c1)OCCO2
→ ?	-0.5%	-5.6%	-1.6%	-8.7%	6.5%	-4.4%	2.9%
Cc1cc[n+](CC2OCc3ccccc3CO2)cc1
→ -8.1%	10.9%	4.5%	0.2%	?	·	18.7%	2.2%
Cc1ccc(OCc2nc(-c3cccs3)no2)c([N+](=O)[O-])c1
→ ?	-6.0%	-2.3%	6.4%	-3.7%	2.82µM*	-13.7%	0.3%
Cc1cccc(C)c1NC(=O)c1ccc([N+](=O)[O-])s1
→ 10.8%	1.2%	-9.5%	-3.6%	2.0%	-32.8%[inhibitor]	5.9%	-8.7%
Cc1ccc(-n2c(C)cc(/C=N/NC(N)=S)c2C)cc1
→ ?	9.1%	-6.2%	6.3%	-0.1%	-8.3%	-25.7%	-8.7%
CC(C)(C)c1cc(N)n2nc(C(C)(C)C)cc2n1
→ -6.3%	-2.3%	-1.5%	-18.3%	2.7%	-7.3%	10.2%	-2.9%
COc1ccc2[nH]cc(S(=O)(=O)c3ccc(F)cc3)c(=O)c2c1
→ 8.8%	9.5%	3.8%	-2.1%	7.6%	-46.1%[inhibitor]	-2.9%	-27.4%
CN(CCC#N)C(=S)NC(=O)c1ccc(S(=O)(=O)N2CCOCC2)cc1
→ ?	5.7%	0.9%	-3.5%	4.1%	7.1%	22.9%	-22.5%
O=C(CCC(=O)NC1CCN(Cc2ccccc2)CC1)NCc1ccco1
→ -3.3%	·	5.6%	2.7%	13.8%	·	10.0%	-1.8%
CCCSc1ccc(-c2nn(-c3ccccc3)cc2/C=C(/C#N)C(=O)NCCCOC)cc1
→ 14.8%	-13.4%	8.8%	-2.5%	7.7%	14.8%	-0.2%	-17.6%
CC(=O)c1cccc(S(=O)(=O)N2CCCC(c3nc(-c4ccc(C)o4)no3)C2)c1 (stereo not given)
→ 10µM*	-12.0%	-8.2%	1.5%	-7.2%	-6.7%	-3.8%	-4.8%
Cc1ccc2[nH]c3c(=O)n(CCc4cnc[nH]4)cnc3c2c1
→ ?	10.2%	3.6%	-20.5%	-4.7%[15.4 µM]	13.9%	-0.3%	?
NNC(=O)c1ccc(CN2C(=O)c3cccc4cccc2c34)cc1
→ ?	16.0%	-1.3%	1.3%	?	-19.9%	-24.0%	?
Cc1ccc(C)c(N2CCN(CCCNC(=O)Cn3cccc3C(=O)c3ccccc3)CC2)c1
→ 18.4%	1.6%	9.0%	8.3%	-12.7%	·	-12.7%	4.5%
OCCC#Cc1ccc(CN2CCN(Cc3ccccc3)C(CCO)C2)cc1 (stereo not given)
→ -1.0%	10.9%	1.6%	-5.4%	1.8%	-9.9%	9.4%	-3.7%
CCN(CC)c1nc(N2CCOCC2)c(C#N)c2c1CN(C)CC2
→ 2.6%	·	0.1%	-11.7%	2.1%	·	17.7%	-10.2%
COc1cc(/C=C(/NC(=O)c2ccccc2)C(=O)N2CCN(C)CC2)c([N+](=O)[O-])cc1OC
→ 14.5%	-2.4%	2.5%	-3.7%	1.3%	-8.3%	4.2%	1.1%
O=C(Nc1ccc(NC(=O)c2cccs2)cc1)c1ccc(Br)o1
→ 8.9%	5.6%	2.4%	1.4%	-2.7%	3.3%	6.5%	-14.8%
O=C(ONC1=NCCCCC1)c1ccc(Cl)cc1
→ 4.9%	-2.3%	-4.9%	4.5%	-2.9%	-10.1%	2.0%	5.2%
O=C(Nc1nc(-c2cccs2)cs1)c1cccc(S(=O)(=O)N2CCCCC2)c1
→ 0.5%	10.6%	-0.7%	4.5%	-11.8%	-57.3%[inhibitor]	-2.4%	?
COc1ccc(C(=O)NCCc2nnc3ccc(SCC(=O)Nc4cc(C)on4)nn23)cc1
→ -7.1%	4.7%	1.0%	4.9%	-3.9%	-10.8%	-2.7%	?

# Of the compounds above, these contain a cyano group.
# Results follow in this order: ALDH1A1 inh	RGS12 GoLoco inh	GAA spleen mod	aGal spleen mod	GAA inh	SMN2 splice enh	GAA glycogen	KDM4E inh
N#Cc1c(N)sc(=S)c2c1CCN(Cc1ccccc1)C2
→ ?	-57.2%	-1.7%	18.7%	0.0%	-4.8%	-9.1%	?
CN(CCC#N)C(=S)NC(=O)c1ccc(S(=O)(=O)N2CCOCC2)cc1
→ ?	5.7%	0.9%	-3.5%	4.1%	7.1%	22.9%	-22.5%
CCCSc1ccc(-c2nn(-c3ccccc3)cc2/C=C(/C#N)C(=O)NCCCOC)cc1
→ 14.8%	-13.4%	8.8%	-2.5%	7.7%	14.8%	-0.2%	-17.6%
CCN(CC)c1nc(N2CCOCC2)c(C#N)c2c1CN(C)CC2
→ 2.6%	·	0.1%	-11.7%	2.1%	·	17.7%	-10.2%

# The listing continues:
# Results follow in this order: ALDH1A1 inh	RGS12 GoLoco inh	GAA spleen mod	aGal spleen mod	GAA inh	SMN2 splice enh	GAA glycogen	KDM4E inh
Cc1ccc(NC(=O)Nc2nnc(CSCCOc3ccc(Cl)cc3)s2)cc1
→ 10.2%	11.3%	-9.8%	-4.2%	-2.9%	-41.0%[inhibitor]	-3.6%	9.1%
Cc1ccc(-c2n[nH]c(=O)c3ccccc23)cc1S(=O)(=O)NCCO
→ 6.9%	10.4%	-3.2%	3.3%	-4.0%	19.8%	2.1%	6.6%
O=C(Cc1cccs1)Nc1nnc(-c2ccncc2)s1
→ ?	20.1%	11.7%	6.2%	-8.6%	25.7%	-5.3%	?
Cc1cc(NC(=O)c2c(-c3c(Cl)cccc3Cl)noc2C)n(C)n1
→ -0.9%	3.3%	2.8%	7.5%	?	·	7.4%	1.8%
Cc1nc2ccccc2cc1OCc1ccc(Cl)cc1
→ -11.1%	8.7%	0.7%	-4.6%	-3.4%	-75.5%[inhibitor]	0.1%	-3.2%
CCOc1ccc(C(=O)NCC(=O)OCC(=O)c2ccc3c(c2)-c2ccccc2C3)cc1
→ 10.1%	8.1%	-2.7%	-8.1%	4.3%	23.0%	20.7%	?
Cc1nnsc1Sc1ccccc1
→ ?	4.3%	-5.3%	-2.5%	7.4%	4.7%	-1.1%	1.6%
CC1CCc2cccc3c2N1c1cc(C#N)c(C#N)cc1O3 (stereo not given)
→ 12.3%	9.6%	-7.2%	-4.0%	-6.1%	-12.7%	0.3%	2.3%
Cc1[nH]c2ccc(S(N)(=O)=O)cc2c1C
→ -0.6%	4.9%	-7.7%	0.1%	-4.3%	-7.6%	2.9%	-5.1%
CNS(=O)(=O)c1cnccc1N1CCN(c2cccc(Cl)c2)CC1
→ 13.3%	-9.4%	2.0%	1.8%	-6.5%	-2.4%	3.5%	5.1%
CCC(C)(C)NC(=O)/C=C/c1cccs1
→ -1.3%	3.9%	1.0%	-3.4%	-1.0%	10.5%	18.2%	10.7%
O=c1oc2ccccc2cc1-c1nc2c(s1)CCCC2
→ ?	12.3%	0.8%	8.4%	·	1µM*	-3.0%	?
CCC(c1nnnn1CC1CCCO1)N(CCN1CCOCC1)Cc1cc2cc(C)ccc2[nH]c1=O (stereo not given)
→ ?	-10.2%	0.2%	5.1%	-1.6%	-3.8%	15.7%	?
N#Cc1cc2c(nc1SCC(=O)NCc1ccc3c(c1)OCO3)CCCCC2
→ ?	4.0%	-1.3%	0.9%	-4.3%	-12.4%	1.6%	-24.0%
CC[C@@]1(O)C(=O)OCc2c1cc1n(c2=O)Cc2cc3c(CN(C)C)c(O)ccc3nc2-1
→ 2.4%[13.5 µM]	2.6%[14.2 µM]	1.3%	-1.3%	·	-56.4%[inhibitor][9.22 µM]	·	236.5%[activator]
O=C(Nc1cccc(O)c1)C(Cc1ccccc1)N1C(=O)c2cccc3cccc(c23)C1=O (stereo not given)
→ -2.4%	26.0%	-3.0%	4.0%	3.8%	1.1%	7.2%	0.0%
COC(=O)c1sccc1NC(=O)COc1ccc(Cl)cc1Cl
→ -7.2%	16.3%	-6.4%	-8.3%	10.6%	24.3%	0.5%	-10.4%
COc1ccc(/C=C/C(=O)O)cc1S(=O)(=O)NCc1ccco1
→ ·	-4.8%	2.7%	-0.6%	·	·	5.3%	-2.3%
O=C(/C=C/c1cccc(Cl)c1)OCc1cn2cc(Cl)ccc2n1
→ -1.2%	12.7%	1.8%	7.7%	2.0%	0.1%	-8.5%	4.3%

# Assay outcomes as filed in PubChem BioAssay.
